# Source: PubChem BioAssay (several laboratories)
# Insulin prom up: MIN6 insulin promoter up-regulation; AID 1625; z-score at 5 µM; MIN6 insulin promoter-GFP reporter, high-content imaging; hits give high values; hit rate 0.3% among 190,000;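 active = z-score above 3 at 5 µM with at least 500 cells counted in the well; inconclusive = wells under 500 cells, flagged as cytotoxic or low count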
# Dynein cargo inh: dynein cargo transport inhibition; 3617.4 mouse cells, GR-EGFP nuclear translocation imaging; test concentration mostly 20 µM; stimulated with dexamethasone, 1 µM; hits give low values; z-score, hits read low; hit rate 0.47% among 220,000;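 active = plate z-score of nuclear minus cytoplasmic receptor signal below a set negative limit, without overly bright fluorescence or cell loss, cut at about -3.5 in these data, passing the limit was not always enough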;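 note: z-score of nuclear minus cytoplasmic ring GR-EGFP intensity difference per well; some compounds called inactive have numbers as strong as hits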
#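 Also added – dexamethasone, 1.0 µM final · Buffer or medium – tet-free, stripped-serum medium · Schedule – induction 48 h, compound 1 h, agonist 30 min · Detection – formaldehyde fixation, Hoechst nuclear stain, 10x automated fluorescence imaging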
# bCat nuc transl: alters nuclear translocation of beta-catenin in HeLa cells | immunofluorescence imaging | nuclear translocation activity, % at 5 µM | hit rate 0.3% among 190,000 | AID 1665;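 active = nuclear translocation activity above 50% at 5 µM, with a well cell count of 50 or more; inconclusive = wells under 50 cells across six images, flagged as toxic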;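 note: per-cell ratio of nuclear to cytoplasmic median beta-catenin stain intensity; plate controls were DMSO negative control for no effect and GSK-3 inhibitor IX positive control for full effect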
#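 Assay system: human HeLa cells, native beta-catenin; doses: 5 µM primary, 0.02–20 µM confirmation; incubation: compound treatment 24 h, 37°C, 5% CO2; technique: fluorescence imaging of beta-catenin antibody stain plus DAPI; measure: % activation, nuclear-to-cytoplasmic median beta-catenin signal ratio per cell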
# Yfh1-depleted yeast: enhancers of respiration in Yfh1-depleted yeast, dose response, Friedreich's ataxia, plus single-dose screen (AID 1465). fold induction at 50 µM, or EC50 in µM where a hit was titrated. S. cerevisiae Yfh1-off respiration, WST-1 reduction, 72 h; higher fold induction means a stronger effect. hit rate 0.074% among 220,000;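 active = fold induction of absorbance versus untreated yeast above a set limit, then at least 30% activation at any dose in follow-up; inconclusive = repeats straddling the limit, or above it without dose testing; inactive = fold induction below the set limit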;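 note: activators that raise dye reduction in frataxin-depleted yeast; strong numbers were not always called active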
# NOD2 inhibition: inhibition of NOD2-driven NF-kB reporter – cell-based, luminescence, uHTS, HEK293 (AID 1566) | HEK293 NOD2/NF-kB luciferase reporter, luminescence; higher % means a stronger effect | one-dose inhibition, % at 4 µM; EC50 in µM for titrated hits | hit rate 0.63% among 290,000; in the data active = inhibition above about 50%; note: many of its hits are not listed in these tables
# MT stabilize HCS: stabilizes microtubules in HeLa cells | HeLa tubulin immunostaining HCS, 24 h; share of cells brighter than vehicle mean+2SD | % tubulin-high responders, % at 10 µM | hit rate 0.83% among 200,000 | AID 2205;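 active = plate Z-score above 3 for both tubulin-high and condensed-nucleus cell shares, with cell loss under 80%, at 10 µM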;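 note: anti alpha tubulin signal scored within the nucleus-defined area of each cell; some results filed as inactive read as strong as hits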
# Autophagy mod: alters autophagy in cells | calls only at 10 µM (by protocol) | hit rate 0.98% among 190,000 | MEF GFP-LC3 puncta imaging; test concentration mostly 10 µM | AID 463193;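 active = percentage of spot-positive cells more than 3 SD above its plate mean, without a fluorescence outlier flag or 80% toxicity; inconclusive = no clear call, values can overlap the other calls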;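 note: spot-positive cell cutoff set from DMSO-treated cells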
# WT yeast gro inh: growth inhibition of WT yeast, mitochondrial fusion screen; inhibition, % at 10 µM; AID 1362; hit rate 2.1% among 190,000; mitochondrial fusion phenotypic screen, WT strain; in the data active = inhibition above about 58%; tested in S. cerevisiae
# Hep lipid drop: hepatic lipid droplet formation modulation; AML12 mouse hepatocytes, oleate lipid droplets, BODIPY imaging; hit rate 0.4% among 240,000; AID 1656; inhibition, % at 6.5 µM;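 active = lipid droplet intensity inhibited by at least 50%, with more than 500 cells counted; inconclusive = wells with under 300 cells, treated as cytotoxic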
#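 Test system: AML12 hepatocytes (mouse); reagent: oleate loading, 100 µM; dosing: one dose, 6.5 µM compound; incubation: overnight exposure; signal: fluorescence imaging, 20x objective, two fields per well; read-out basis: % inhibition of corrected integrated BODIPY droplet signal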
# WT yeast gro inh mutant strain: also measured in WT yeast gro inh; calls as there; inhibition, %; mitochondrial fusion phenotypic screen, mutant strain inhibition
# Dynein cargo inh cytoplasmic EGFP: further read-out of Dynein cargo inh, marked with its call; z-score; measured here: cytoplasmic GR-EGFP intensity; hits give high values
# Dynein cargo inh nuclear GR-EGFP: also measured in Dynein cargo inh; calls as there; z-score; measured here: nuclear GR-EGFP intensity;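 lower value marks the stronger effect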
# Dynein cargo inh cell count: second read-out of Dynein cargo inh, no call of its own (marks repeat the call); z-score; measured here: cell count per field
# Insulin prom up cell count: recorded beside Insulin prom up, whose call it bears; cell count; measured here: cytotoxicity, nuclei count;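 total cells summed across four imaged fields per well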
# Hep lipid drop cells 6.5 µM: second read-out of Hep lipid drop, no call of its own (marks repeat the call); cell count; measured here: cell count, cytotoxicity flag;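 cells counted across two imaged fields per well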
# bCat nuc transl cell count 5 µM: second read-out of bCat nuc transl, no call of its own (marks repeat the call); cell count; measured here: cell count, cytotoxicity flag
# MT stabilize HCS Hoechst-high %: further read-out of MT stabilize HCS, marked with its call; % Hoechst-high responders; measured here: nuclear condensation Hoechst responders;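 share of cells brighter than vehicle mean plus two SD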
# MT stabilize HCS cytotoxicity %: second read-out of MT stabilize HCS, no call of its own (marks repeat the call); toxicity, %; measured here: cytotoxicity by cell density;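 0% = mean cell density of plate MIN control wells and 100% = no cells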
# Autophagy mod cell loss 18 h: also measured in Autophagy mod; calls as there; toxicity, %; measured here: cell loss, nuclei count;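 cell loss after 18 h compound exposure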
# Numbers without * were called inactive; i = inactive; ? = inconclusive; · = not tested or not shown. These rows are one share of the data; rates above refer to the full screens.
item	molecule	Insulin prom up	Insulin prom up cell count	Dynein cargo inh	Dynein cargo inh cytoplasmic EGFP	Dynein cargo inh nuclear GR-EGFP	Dynein cargo inh cell count	bCat nuc transl	bCat nuc transl cell count 5 µM	Yfh1-depleted yeast	NOD2 inhibition	MT stabilize HCS	MT stabilize HCS Hoechst-high %	MT stabilize HCS cytotoxicity %	Autophagy mod	Autophagy mod cell loss 18 h	WT yeast gro inh	WT yeast gro inh mutant strain	Hep lipid drop	Hep lipid drop cells 6.5 µM
1	COc1nc(C)nc(C)c1Oc1ccc(Cl)cc1Cl	0.69	1028	1.1	-0.26	0.98	-0.26	0.5	1304	i	10%	·	·	·	·	·	·	·	-25	667
2	CC(C)C12CN3CC(C(C)C)(CN(C1)C3c1ccccc1O)C2=O (stereo not drawn)	0.23	1075	-0.47	-0.19	0.021	-0.66	0.4	1148	i	-6%	4.4	3.0	3.3	i	10	-1	0	·	·
3	Cc1ccc(S(=O)(=O)C(c2ccccc2)c2c(C)noc2C)cc1 (stereo not drawn)	0.41	1394	-0.4	-0.31	-0.45	-0.2	-2.7	524	i	11%	3.6	2.3	2.6	i	-13	13	22	-20	728
4	CC1CC(C)CN(C(=O)CSc2nc3ccsc3c(=O)n2Cc2ccccn2)C1 (stereo not drawn)	-0.69	1229	-0.46	-0.14	-0.1	-0.45	-3.5	1018	i	18%	2.0	0.9	6.3	i	-3	3	8	·	·
5	Cn1c(NN)nc2sc3c(c2c1=O)CC(C)(C)OC3	·	·	-0.7	-0.15	-0.055	-0.85	0.8	1033	i	-5%	4.2	2.6	4.6	i	2	-4	1	4	756
6	O=c1cc(/C=C/c2c(F)cccc2Cl)[nH]c2ccccc12	·	·	-0.11	-0.25	-0.039	0.0077	-0.8	901	i	-18%	2.5	2.1	9.7	i	1	40	55	0	685
7	Cc1csc2ncc(C(=O)N(Cc3ccccc3)c3ccccn3)c(=O)n12	·	·	1.9	-0.32	1.2	0.38	-0.8	1131	i	6%	6.2	1.8	9.0	i	14	2	3	-4	606
8	CCCN(CC(=O)Nc1c(C)cccc1CC)C(=O)SCC	0.21	836	1	-0.2	0.82	0.16	2.6	933	i	-4%	2.0	0.8	3.6	i	-11	-1	-15	44	779
9	COCc1c(C(N)=O)nnn1-c1nonc1N	·	·	-0.051	-0.18	0.3	0.33	·	·	i	7%	4.1	2.3	6.3	i	5	16	21	·	·
10	CCN(C(=O)Cn1c(=O)oc2cc(S(=O)(=O)N3CCOCC3)ccc21)c1ccccc1	0.99	869	0.47	-0.57	0.083	-0.45	-0.1	1252	i	-14%	·	·	·	·	·	·	·	-18	639
11	Cc1ccc(-c2csc(N(CCCN3CCOCC3)C(=O)c3ccco3)n2)cc1	-1.8	692	-0.41	-0.2	-0.3	0.47	-2.7	716	i	20%	2.3	1.0	3.6	i	1	-2	26	·	·
12	Cc1ccc(NC(=O)CSc2cccc[n+]2[O-])c([N+](=O)[O-])c1	1.3	1177	0.33	-0.27	0.68	0.39	3.1	904	i	5%	2.0	2.2	5.1	i	7	-15	4	3	704
13	CCn1c(SCC(=O)NCc2ccco2)nnc1-c1c[nH]c2ccccc12	0.39	750	0.29	-0.15	0.32	-0.033	0.0	1072	i	0%	2.4	1.1	7.3	i	-4	-1	1	5	832
14	COc1ccccc1/C=C/C(=O)OCc1nc2ccccc2c(=O)[nH]1	2.7	1174	-0.47	-0.38	-0.67	0.15	0.7	1075	i	30%	3.2	1.7	5.4	i	-4	-2	-16	-4	687
15	COC(=O)c1ccc(CSc2nnc(C)n2N)o1	0.24	1177	1.5	0.6	1.2	-1.8	3.3	451	i	-14%	4.9	2.5	1.6	i	16	5	16	22	629
16	Cc1ccc(-c2nc(-c3nccc4ccccc34)oc2-c2ccccc2)cc1	-1.1	828	0.039	-0.82	0.21	-0.25	-0.1	1327	i	-90%	·	·	·	·	·	·	·	6	721
17	CCC(=O)Nc1cc(Cl)ccc1N1CCN(C(=O)CC)CC1	0.13	1207	-0.1	-0.25	-0.14	1	·	·	i	-14%	2.2	1.8	5.0	i	-2	7	10	-14	714
18	COC(=O)Sc1nc(N2CCOCC2)c2c(c1C#N)CC(C)(C)OC2	-0.09	1406	3.3	0.23	2.5	-1.5	2.2	1133	i	22%	8.3	2.0	8.9	i	19	-2	11	·	·
19	Cc1ccc(NC(=O)NCC2CCN(Cc3cccc(Cl)c3)CC2)cc1Cl	-0.94	1076	1.7	-0.25	0.89	-0.79	-2.6	1085	i	-1%	3.7	4.9	9.3	i	-10	82*	51*	2	700
20	Cc1onc(-c2ccccc2Cl)c1C(=O)Nc1ccc(CN2CCCC2)cc1	-0.49	1128	0.58	0.29	0.5	-0.58	-11	1024	i	3%	3.4	3.2	16	i	0	-17	-1	·	·
21	CCN(CC)C(=O)Cn1c(=O)n(CCCC(=O)NCc2ccccc2)c(=O)c2sccc21	·	·	-0.12	-0.17	-0.023	0.38	-3.4	1076	i	6%	3.3	3.3	7.7	i	-4	-13	21	3	675
22	CC1=NN(c2ccc(C)c(C)c2)C(=O)/C1=C/c1ccc2c(c1)n(C)c(=O)n2C	-0.15	1264	0.65	-0.2	0.71	-0.78	0.6	971	i	0%	3.9	2.3	0.1	i	3	-12	18	-2	708
23	O=C(NCC1CCN(c2ccc(S(=O)(=O)N3CCOCC3)cc2)CC1)c1cccc(Cl)c1	·	·	-0.5	1.1	-0.32	0.72	·	·	i	5%	1.2	1.8	2.9	i	2	-7	-7	-4	747
24	Cc1ccc(C(=O)CSc2nnc(CNc3ccc(C)cc3C)n2Cc2ccco2)cc1	0.11	1176	-0.12	-0.17	0.064	0.68	-3.1	1166	i	4%	1.1	1.5	9.9	i	0	25	21	18	803
25	CCOC(=O)CSc1nc2ccsc2c(=O)n1C1CCN(C(=O)OCC)CC1	-1.7	1232	0.15	-0.38	0.23	-0.013	-3.3	882	i	33%	1.3	1.8	11	i	7	-16	-13	·	·
26	C/C(CC(=O)Nc1c(C)cc(C)cc1C)=N\NC(=O)OC(C)(C)C	?	·	0.15	0.47	0.89	0.12	-1.9	544	i	18%	1.8	2.0	3.0	i	8	-8	0	-6	640
27	CC/C(=N/NC(=O)CCC(=O)Nc1ccccc1OC)c1ccccc1	0.34	1020	2	0.026	1.1	-1.6	·	·	i	-14%	6.3	2.4	17	i	4	-1	-16	2	548
28	CC(=O)c1cc(C(=O)N2CCc3c([nH]c4ccccc34)C2CC(C)C)[nH]n1 (stereo not drawn)	-0.19	1308	-0.59	-0.29	-0.22	0.71	1.7	1111	i	17%	4.2	1.9	1.1	i	17	1	6	-2	635
29	Cc1ccccc1-n1nnnc1SCc1cc(=O)n2ccsc2n1	0.13	1143	-0.32	-0.32	-0.34	-0.21	-0.9	959	i	23%	4.7	0.8	7.6	i	29	-13	11	26	684
30	FC(F)(F)c1cc(-c2ccco2)nc(NCc2cccs2)n1	-0.29	1540	-1.5	0.51	-0.58	-0.46	2.0	1404	i	22%	5.6	1.6	11	i	-8	7	-9	·	·
31	Cc1cccc(/C=N\NC(=O)c2csnn2)c1	-0.1	1353	0.86	-0.2	0.47	-0.37	-1.1	1360	i	-71%	1.3	1.6	4.9	i	0	-8	-5	·	·
32	COc1cccc(-c2nn[nH]n2)c1O	-0.3	1130	-0.49	-0.29	-0.51	0.35	·	·	i	-1%	4.8	1.7	3.6	i	1	-16	8	-6	714
33	CN(C)c1ccc(NC(=O)CN2CCN(CC(=O)Nc3ccc(F)cc3)CC2)cc1	-0.08	1933	-1.3	-0.021	0.12	0.49	-1.3	1073	i	6%	3.9	1.4	7.7	i	15	-19	-21	-14	635
34	Cc1c(CCOC(=O)C23CC4(C)CC(C)(CC(C)(C4)C2)C3)sc[n+]1CC(=O)c1ccccc1	-1.9	982	-0.95	0.13	-0.44	0.82	0.0	1389	i	11%	3.7	1.2	9.2	i	-34	38	32	-11	578
35	CC(C)(C)c1ccc(NC(=O)COC(=O)c2ccc(NS(=O)(=O)c3ccc(F)c(F)c3)cc2)cc1	-0.02	1447	-0.19	-0.22	0.2	-0.41	-0.3	1043	i	0%	2.0	1.7	5.1	i	9	-5	9	-1	708
36	Clc1ccc(C(c2ccccc2)N2CCN(c3ccccn3)CC2)cc1 (stereo not drawn)	-0.23	1387	3.9	-0.25	1.5	-1.8	-1.8	1158	i	0%	·	·	·	·	·	·	·	-9	707
37	COc1ccccc1[C@@H]1C(c2cccc(C)c2)=NN(c2ccccc2)[C@H]1C(=O)N1CCOC1=O	0.35	1342	-0.91	-0.28	0.12	1.8	·	·	i	·	2.5	2.1	4.5	i	-1	28	8	-14	753
38	O=C(O)CCCC(=O)N1CCN(C(c2ccccc2)c2ccccc2)CC1	0.15	1469	1.6	-0.058	1	-1.4	-0.7	1135	i	12%	7.1	2.1	6.5	i	17	13	2	-23	446
